SIAE inh: blocks human sialic acid acetylesterase; Q9HAT2; SIAE FP-Rh probe binding, fluorescence polarization; inhibition, % at 9.66 µM; 370,000 tested, 0.69% active;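 active means inhibition above a cutoff: mean of compounds within the control limits plus 3 SD of those, cut at about 17% in these data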;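 further: 0% = plate median of compound wells and 100% = probe without SIAE protein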
Target sequence (Q9HAT2 whole entry, looked up): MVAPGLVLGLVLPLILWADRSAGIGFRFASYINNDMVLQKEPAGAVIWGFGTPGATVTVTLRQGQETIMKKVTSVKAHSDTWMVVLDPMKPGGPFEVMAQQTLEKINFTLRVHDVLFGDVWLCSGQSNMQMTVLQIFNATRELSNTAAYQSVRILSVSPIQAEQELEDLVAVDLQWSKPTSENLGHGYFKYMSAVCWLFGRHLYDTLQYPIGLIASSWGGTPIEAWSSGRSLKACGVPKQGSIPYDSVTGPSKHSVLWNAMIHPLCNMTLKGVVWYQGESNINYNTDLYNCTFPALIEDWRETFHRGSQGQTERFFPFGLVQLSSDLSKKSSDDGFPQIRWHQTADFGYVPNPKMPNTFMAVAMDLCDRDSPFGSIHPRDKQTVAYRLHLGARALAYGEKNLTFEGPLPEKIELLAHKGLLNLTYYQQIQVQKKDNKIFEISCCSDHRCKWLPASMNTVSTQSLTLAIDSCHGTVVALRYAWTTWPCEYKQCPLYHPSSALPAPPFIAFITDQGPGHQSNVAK
UHRF1 binding: human UHRF1 methylated DNA binding inhibitors; inhibition, % at 4.4 µM; 370,000 tested, 0.75% active; AID 687016; UHRF1 binding to methylated oligo, TR-FRET; Q96T88; in the data active means inhibition above about 21%;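 further: UHRF1 SRA domain binding a hemimethylated CpG hairpin DNA probe; 0% = median of test compound wells and 100% = reference inhibitor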
TCR CD3 inh: blocks the human TCR-CD3 interaction; TAMRA-labeled TCR probe fluorescence, biochemical; inhibition, % at 9.4 µM; 360,000 tested, 0.37% active; AID 651800; in the data active means inhibition above about 19%;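 further: recombinant mutant TCR 2C K166C tagged with TAMRA read by polarization; 0% = receptor in buffer alone and 100% = receptor with positive control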
HTRA1 inh: inhibitors of human serine peptidase HTRA1 | recombinant HTRA1, FP-rhodamine activity-based probe, fluorescence polarization | inhibition, % at 5.96 µM | 340,000 tested, 0.5% active | AID 504803; in the data active means inhibition above about 36%;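 further: 0% = enzyme with DMSO and 100% = wells lacking enzyme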
LEDGF integ inh: blocks HIV-1 LEDGF/p75-dependent DNA integration; 370,000 tested, 0.64% active; inhibition, % at 3.7 µM; TR-FRET IN-LEDGF/p75 DNA integration, Eu/Cy5; AID 743269;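 active means inhibition above the screen-wide mean plus 3 SD, cut at about 13% in these data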;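 further: signal is the Cy5 over europium emission ratio at 671 and 618 nm; 0% = plate median of compound wells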
DDE Tn7 FP inh: inhibitors of Tn7 peptide binding to human fibrin DD(E). 370,000 tested, 0.13% active. P02675. inhibition, % at 8.3 µM. FP displacement of FITC-Tn7 peptide from fibrin DD(E); 0% = median of compound wells per plate;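 active means inhibition above the mean of compounds falling within the control limits plus 3 SD of them, cut at about 14% in these data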;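 further: 0% = plate median of compound wells and 100% = 10 µM Aha-Tn7 peptide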
Target sequence (P02675 whole entry, looked up): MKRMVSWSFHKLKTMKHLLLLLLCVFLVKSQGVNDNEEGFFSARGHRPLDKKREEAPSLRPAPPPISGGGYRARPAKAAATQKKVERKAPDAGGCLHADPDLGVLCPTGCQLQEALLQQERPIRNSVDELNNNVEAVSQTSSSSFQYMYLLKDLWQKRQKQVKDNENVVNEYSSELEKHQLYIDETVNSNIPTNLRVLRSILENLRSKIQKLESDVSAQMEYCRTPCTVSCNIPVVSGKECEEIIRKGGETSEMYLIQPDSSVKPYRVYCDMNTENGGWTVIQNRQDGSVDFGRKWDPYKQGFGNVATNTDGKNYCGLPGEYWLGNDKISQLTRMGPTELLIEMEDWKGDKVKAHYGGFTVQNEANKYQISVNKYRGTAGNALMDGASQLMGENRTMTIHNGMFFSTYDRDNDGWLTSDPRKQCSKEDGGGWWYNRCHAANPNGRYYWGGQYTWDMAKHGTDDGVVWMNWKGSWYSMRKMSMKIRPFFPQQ
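System: human fibrin DD(E); quantity: Fibrin-DD(E) at 2 µM final; also added: fluorescent Tn7 probe at 0.1 µM; compound dosing: single nominal test concentration of 8.3 µM per compound; schedule: 10 min preincubation, 3 h with tracer, room temperature; detection: fluorescence polarization of the labelled Tn7 tracer; repeats: one replicate per compound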
PRMT1 FP inh: blocks human protein arginine methyltransferase 1 | Q99873 | recombinant PRMT1, activity-based probe fluorescence polarization | inhibition, % at 2.79 µM | 370,000 tested, 1.3% active;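 active means inhibition above about 21% made by adding two undisclosed values, limit read from the data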
mABHD4 FP: inhibitors of mouse ABHD4; Q8VD66; purified mABHD4, FP-Rh probe fluorescence polarization; inhibition, % at 8.92 µM; 370,000 tested, 0.54% active; AID 720543;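 active means inhibition exceeding the mean over every tested compound plus 3 SD, cut at about 30% in these data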;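 further: 0% = plate median of compound wells and 100% = S159A mutant with DMSO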
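Assay system: mABHD4 protein; medium: HEPES pH 7.0, NaCl, Pluronic buffer; dosing: 8.92 µM, single dose; schedule: 45 min + 60 min at 25 °C; signal: FP readout, ex 525 nm / em 598 nm; read-out: normalized percent inhibition of probe labeling; repeats: single replicate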
PG9 Ab binder: PG9 antibody binding by small molecule. TR-FRET gp120-PG9 antibody binding. inhibition, % at 6.7 µM. 360,000 tested, 0.43% active; in the data active means inhibition above about 8.5%
TDP2 absorb: TDP2 (human) inhibition, absorbance primary screen; 370,000 tested, 0.34% active; O95551; recombinant TDP2, T5PNP hydrolysis, p-nitrophenol absorbance 415 nm; inhibition, % at 12.8 µM;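 active means inhibition above the mean of all tested compounds plus 3 SD, set per campaign, cut at about 25% in these data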;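 further: 0% = DMSO with enzyme and 100% = buffer with substrate but no TDP2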
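Test system: human TDP2 enzyme; Input: 120 nM TDP2 per well; Buffer or medium: Mg2+-containing Tris-HCl buffer, pH 7.5; Reagent: 5 mM T5PNP; Dosing: 12.8 µM single point, 1% DMSO; Incubation: reaction 2 h, 37 °C; Detection: p-Nitrophenol epi absorbance; Read-out: % inhibition relative to enzyme-containing and enzyme-free wells; Replicates: single well per compound.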
Starred values were filed as active, the others as inactive; · = no result given.

SMILES | SIAE inh | UHRF1 binding | TCR CD3 inh | HTRA1 inh | LEDGF integ inh | DDE Tn7 FP inh | PRMT1 FP inh | mABHD4 FP | PG9 Ab binder | TDP2 absorb
COC(=O)c1cc(S(=O)(=O)NCC(C)c2ccccc2)c[nH]1 (configuration not stated) | -2 | 4 | 1 | 2 | -2 | 1 | 6 | -15 | 0.1 | 3
CN1CCN(CC(=O)Nc2cc(S(=O)(=O)N3CCOCC3)ccc2Cl)CC1 | 4 | -1 | 3 | -9 | 4 | -3 | 1 | 2 | 0.5 | 7
Cc1nc(N2CCN(c3ccccc3F)CC2)[nH]c(=O)c1C | 3 | 1 | -3 | 2 | -1 | -9 | 0 | 2 | 0.2 | -1
O=C(Nc1ccn(-c2ccccc2)n1)c1ccc(S(=O)(=O)N2CCCCCC2)cc1 | -4 | 1 | -4 | -16 | 1 | 1 | -3 | -9 | -0.7 | 0
CC1CCCCN1S(=O)(=O)c1cccc2nonc12 (configuration not stated) | 7 | -3 | 3 | 10 | 6 | -3 | -1 | 4 | -1.2 | -1
C[C@H](CO)N1C[C@H](C)[C@@H](CN(C)C(=O)Nc2ccc(C(F)(F)F)cc2)Oc2ccc(NC(=O)c3ccncc3)cc2C1=O | -8 | 0 | -2 | -22 | 0 | -3 | -2 | -5 | 0.4 | -3
CC(C)OCCCNC(=O)c1cc(-c2cccs2)nc2ccccc12 | -6 | -4 | 8 | -1 | -5 | 3 | -1 | -2 | 1.2 | -8
CCOC(=O)c1cnc2ccc(OCC)cc2c1N(C)Cc1ccccc1 | 4 | 2 | 4 | -42 | 2 | -2 | -4 | -11 | -2.2 | -1
CCOC(=O)N1CCN(C(=O)c2ccc(Cl)nc2)CC1 | -1 | 2 | -11 | 4 | -3 | -3 | 7 | -2 | 0.7 | -5
COc1ccc(/C=N/NC(=O)c2nn(-c3ccc(Cl)cc3)c(=O)c3c(N)scc23)cc1 | 11 | 8 | -1 | 22 | 11 | -4 | 24* | 30* | -3.0 | 12
CCCCN(CC(=O)NC(C)(C)C)C(=O)C(=O)Nc1ccc2c(c1)OCCO2 | 0 | 1 | 0 | 4 | 1 | -5 | -1 | 3 | -1.2 | -12
CC1CCN(CCC(=O)NN)CC1 | 5 | -4 | 3 | -4 | -3 | -5 | -1 | -2 | -0.8 | -7
Cc1cccc(N(C)C(=O)c2cc(S(=O)(=O)N3CCCCC3)c[nH]2)c1 | 3 | 0 | -1 | -2 | -3 | 7 | -4 | -2 | 1.3 | -8
NC(=O)/C=C\c1cn(-c2ccccc2)nc1-c1ccc2c(c1)OCCO2 | -27 | 1 | -5 | -45 | -1 | -3 | 0 | -20 | 0.2 | -6
O=C(O)/C=C/c1cccnc1 | -1 | 5 | 1 | 0 | 0 | 8 | 12 | -12 | 0.1 | -17
COc1cc(S(=O)(=O)N2CCN(c3ccccc3)CC2)ccc1Cl | -4 | 3 | 6 | -2 | 3 | 0 | -3 | -10 | -0.9 | -10
O=C(NCCc1ccccc1)OCc1cn(-c2ccc(F)cc2)nn1 | -8 | -1 | · | · | -5 | 8 | 4 | 1 | · | 6
Cc1ccc(CN2CC(C(=O)Nc3nc(C)cs3)CC2=O)cc1 (configuration not stated) | 4 | 2 | -5 | 1 | 3 | 6 | -6 | -6 | -1.8 | -5
Cc1cc(C)n(-c2ccc(C(=O)OCC(=O)Nc3ccccc3F)cc2)n1 | 2 | -2 | -1 | -4 | 0 | 6 | -1 | -3 | -1.3 | 6
CCN(CC)C(=O)CC[C@@H]1CC[C@]2(CCCN(C(=O)C3CCCCC3)C2)O1 | -2 | -4 | · | · | 2 | 2 | -5 | -1 | · | 2
CCCCn1c(N)c(N(CCOC)C(=O)COC(=O)CSc2cc(C)c3ccccc3n2)c(=O)[nH]c1=O | -4 | 8 | -8 | 1 | -1 | 3 | 0 | -2 | 1.7 | -3
O=C(CN1CCN(Cc2ccccc2)CC1)NNC(=O)c1ccc(Cl)cc1 | 1 | 2 | -11 | 0 | -2 | 3 | -2 | -7 | -1.3 | -16
Cc1ccccc1CN1CCCCC(NC(=O)c2ccc(F)c(F)c2)C1=O (configuration not stated) | -1 | -2 | · | · | 0 | -3 | -3 | -2 | · | 4
COc1ccc(C2C(C)C3(O)CC(C#N)(C(=O)N3)C2(C#N)C#N)cc1 (configuration not stated) | 1 | 4 | 2 | -2 | -3 | -7 | -7 | 4 | -2.4 | -1
O=C(COc1cccnc1[N+](=O)[O-])N1N=C(c2ccc(Cl)cc2)CC1c1ccco1 (configuration not stated) | 0 | 3 | 14 | -6 | 1 | -5 | 1 | 7 | 0.9 | -5
Cc1cc(=O)n(C)c(=O)n1CC(=O)N1CCCCCC1 | -2 | 1 | -2 | 0 | 1 | 6 | 2 | -5 | 4.3 | 6
CCCCn1nnc(NC(=O)CCC)n1 | -4 | -1 | 1 | 1 | -3 | 3 | -7 | 0 | 1.4 | 1
Cc1ccc2nc(COC(=O)c3cnccn3)cc(=O)n2c1 | -3 | -3 | -2 | 7 | 0 | -2 | -1 | 3 | -0.1 | -20
Cc1ccc(NS(=O)(=O)c2ccc(-n3cccn3)cc2)cc1F | -1 | -2 | 3 | -20 | 0 | 7 | -1 | -12 | -1.4 | 2
Cc1cc(=O)[nH]c(SCCOc2cccc(C(F)(F)F)c2)n1 | -6 | 1 | 4 | -9 | 0 | 3 | 0 | -10 | -1.5 | -4

Compound profiles, from the list above:
Entry for `O=C(CN1CCN(Cc2ccccc2)CC1)NNC(=O)c1ccc(Cl)cc1` = SIAE inh: 1; UHRF1 binding: 2; TCR CD3 inh: -11; HTRA1 inh: 0; LEDGF integ inh: -2; DDE Tn7 FP inh: 3; PRMT1 FP inh: -2; mABHD4 FP: -7; PG9 Ab binder: -1.3; TDP2 absorb: -16
Entry for `Cc1ccc2nc(COC(=O)c3cnccn3)cc(=O)n2c1` = SIAE inh: -3; UHRF1 binding: -3; TCR CD3 inh: -2; HTRA1 inh: 7; LEDGF integ inh: 0; DDE Tn7 FP inh: -2; PRMT1 FP inh: -1; mABHD4 FP: 3; PG9 Ab binder: -0.1; TDP2 absorb: -20
Entry for `Cc1ccccc1CN1CCCCC(NC(=O)c2ccc(F)c(F)c2)C1=O` (configuration not stated) = SIAE inh: -1; UHRF1 binding: -2; TCR CD3 inh: ·; HTRA1 inh: ·; LEDGF integ inh: 0; DDE Tn7 FP inh: -3; PRMT1 FP inh: -3; mABHD4 FP: -2; PG9 Ab binder: ·; TDP2 absorb: 4

Going on with the list:
SMILES | SIAE inh | UHRF1 binding | TCR CD3 inh | HTRA1 inh | LEDGF integ inh | DDE Tn7 FP inh | PRMT1 FP inh | mABHD4 FP | PG9 Ab binder | TDP2 absorb
O=C(COc1ccccc1Cl)NCc1ccncc1 | -7 | 0 | 4 | 0 | 4 | -2 | 2 | -7 | -2.4 | 0
COc1ccccc1N1C(=O)c2ccc(C(=O)Nc3ccccc3O)cc2C1=O | -63 | 1 | -7 | -7 | -2 | 5 | 3 | 2 | -0.2 | -5
Cc1ccc(N2CCN(C(=O)NC3CCCCC3)CC2)c(C)c1 | -8 | 0 | 0 | 0 | -2 | 4 | 2 | 3 | 0.0 | -6
O=C(CCN1C(=O)/C(=C/c2ccccc2Cl)SC1=S)N1CCCC1 | 6 | 2 | -5 | -2 | -4 | -4 | 2 | -15 | -1.6 | -1
COc1ccc(C(=O)NC2CC2)cc1OC1CCN(Cc2ccc(F)c(F)c2)CC1 | 0 | -2 | -1 | 4 | 2 | 4 | -1 | 3 | 1.4 | 23
C=CCn1c(SCc2csc(-c3ccc(C)cc3)n2)nnc1-c1ccccc1OC | 3 | -3 | 4 | -27 | 3 | 6 | -3 | -7 | -2.0 | 4
O=[N+]([O-])c1ccccc1SNc1ccc(Br)cn1 | -2 | 6 | -5 | -2 | -2 | -1 | 3 | 1 | 0.0 | 7
Cc1cnn(-c2cc(Oc3ccccc3)ncn2)c1 | -6 | 1 | 6 | 0 | 0 | 1 | -1 | 5 | -2.2 | 0
Cc1cccc(NC(=O)c2cc(S(=O)(=O)NCc3ccco3)ccc2F)c1C | -4 | -4 | 5 | 0 | -2 | -2 | -3 | -3 | -1.2 | -2
COc1cc(OC)c(OC)cc1/C=C/c1cc(C(=O)O)c2ccccc2n1 | 0 | -3 | 11 | 0 | 3 | -8 | 3 | 5 | -4.8 | -1
COc1ccc(Cl)cc1N(CC(=O)N1CCN(Cc2ccccc2)CC1)S(C)(=O)=O | 6 | -1 | 6 | 3 | -3 | 2 | -1 | -3 | -0.8 | -2
CC1CCN(CCOCCOc2ccc(Br)cc2Cl)CC1 | -1 | 2 | 8 | -2 | -2 | 5 | -4 | 8 | -0.9 | 3
CN1C/C(=C\c2ccc(N3CCOCC3)cc2)C(=O)/C(=C/c2ccc(N3CCOCC3)cc2)C1 | 4 | -7 | -4 | -7 | -1 | -5 | -1 | -18 | -1.6 | 3
Cc1cccc(Nc2ncnc3onc(-c4ccc(F)cc4)c23)c1C | 2 | -1 | -1 | -9 | 0 | -7 | -1 | -8 | -2.2 | -7
CCc1ccc(C(CNc2nc(C(F)(F)F)nc3ccccc23)N(C)C)cc1 (configuration not stated) | -2 | -1 | -5 | -18 | 0 | -5 | -3 | 2 | -0.9 | -7
Cc1cc(NC(=O)CSc2nnc(C3CC3)n2N)c([N+](=O)[O-])cc1C | -1 | 2 | 2 | -3 | 1 | 4 | -4 | 1 | -2.8 | -10
O=C(NCC1CCCO1)C1CCN(S(=O)(=O)c2cccc3cccnc23)CC1 (configuration not stated) | -6 | 5 | 3 | 3 | -2 | 8 | 10 | -10 | -1.6 | 0
COc1ccc(Cl)cc1C(=O)Nc1cccc(-c2ccc3nncn3n2)c1 | -16 | 0 | 0 | -9 | -16 | -15 | 3 | -8 | 3.5 | 13
O=C(Nc1ccc(S(=O)(=O)Nc2ccccc2F)cc1)N1CCCCC1 | -4 | -1 | 3 | -4 | 1 | 11 | -2 | -6 | 1.2 | -5
CC(=O)c1cc2c(O)c(O)ccc2o1 | 9 | 4 | -3 | 5 | -12 | 8 | 14 | 20 | 0.2 | -14
Cc1ccc(-c2nnc(N(C)C(=O)c3ccncc3)s2)cn1 | 1 | 1 | 3 | -2 | -1 | -6 | 1 | 0 | 0.7 | 2
COc1c2ccoc2c(OCC=C(C)C)c2oc(=O)ccc12 | 2 | 4 | -3 | -1 | 2 | 1 | 0 | 2 | -1.1 | -2
C[C@H](O)[C@@H]1CN2CCc3c([nH]c4ccccc34)[C@@H]2C[C@@H]1N(C)C(=S)Nc1ccc(C#N)cc1 | 0 | -2 | -3 | · | -3 | 1 | 3 | -3 | -4.0 | -3
O=C1OCc2ccc(NC(=O)c3c(F)cccc3Cl)cc21 | -1 | -2 | -2 | 3 | -3 | -2 | 2 | 8 | 1.7 | 9

Bioassay records (PubChem)

This is a random part of the collection, and some 4.2% of all compounds hit somewhere here.
